# Assay outcomes: PubChem BioAssay, National Center for Advancing Translational Sciences (NCATS)
# GPT2 inh: inhibitors of human GPT2 alanine aminotransferase; Q8TD30; Recombinant GPT2, coupled pyruvate oxidase/HRP Amplex Red fluorescence; Potency, µM (doses to about 57.7 µM), without a hit: at the highest dose activity change, negative = inhibition, actives largely listed as inhibitors; actives 0.25% (n = 100,000); also: potency is read from the fitted curve at half-maximal effect; nearly all actives have a fitted effect of over 60% in size; many of its hits are not listed in these tables
# Target sequence (Q8TD30 whole entry, looked up): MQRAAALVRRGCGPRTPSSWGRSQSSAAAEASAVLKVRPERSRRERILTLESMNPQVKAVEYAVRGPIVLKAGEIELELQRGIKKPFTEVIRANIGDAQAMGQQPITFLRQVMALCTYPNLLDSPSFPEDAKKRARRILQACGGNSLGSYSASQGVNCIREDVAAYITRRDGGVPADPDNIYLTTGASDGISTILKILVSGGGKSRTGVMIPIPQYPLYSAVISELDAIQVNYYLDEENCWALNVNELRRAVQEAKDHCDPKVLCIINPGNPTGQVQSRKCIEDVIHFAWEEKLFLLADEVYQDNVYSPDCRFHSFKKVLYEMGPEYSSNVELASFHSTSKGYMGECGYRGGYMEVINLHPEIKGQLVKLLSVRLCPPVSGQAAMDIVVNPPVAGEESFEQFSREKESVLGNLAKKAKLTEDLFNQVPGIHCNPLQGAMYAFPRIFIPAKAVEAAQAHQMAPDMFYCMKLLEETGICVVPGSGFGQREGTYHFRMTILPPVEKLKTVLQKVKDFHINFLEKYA
#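 Fluorescence of coupled pyruvate oxidase/HRP/Amplex Red system (50uM Amplex, 30 min, dark) reports pyruvate formed by GPT2. Enzyme reaction: 10ng/uL GPT2, 2mM L-alanine, 250uM a-KG, 30 min room temperature, pH 7.5; 50uM AOA control.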
# FLuc inh: Photinus pyralis luciferase inhibition | actives 2.5% (n = 76,000) | AID 1347043 | Potency, µM (top dose mostly 115 µM), for the others: top-dose activity change, negative = inhibition, usual class: inhibitors | P08659 | purified P. pyralis luciferase, luminescence, biochemical; also: potency is read from the fitted curve at half-maximal effect; nearly all actives have a fitted effect of over 65% in size
#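 FLuc 10nM, D-luciferin 10uM, ATP 10uM, Mg acetate 10mM, Tris acetate pH 7.5, Tween/BSA; cpd qHTS; enzyme added last; CCD luminescence.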
# HEK293 viab: reduces viability of HEK-293 SNCA reporter cells; HEK-293-SNCA-luc viability, GF-AFC fluorescence, 24 h; Potency, µM (doses to about 57.1 µM), inactives show at the top dose activity change, negative = cytotoxicity, hits mostly cytotoxic; actives 0.12% (n = 150,000); AID 1671193;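 also: potency is read from the fitted curve at half-maximal effect; 0% = DMSO-treated cells and -100% = medium-only wells without cells; nearly all actives have a fitted effect of over 30% in size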
#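 Cytotoxicity counterscreen: after 24 h compound treatment of genome-edited SNCA-luciferase HEK-293 cells, live-cell protease substrate GF-AFC read by fluorescence after 30 min; activity scaled between DMSO (0%) and medium-only (-100%), curves Hill-fitted.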
# SNCA expr inhib: SNCA gene expression inhibition | HEK-293 SNCA-luciferase knock-in, luminescence, 24 h | Potency, µM (highest dose often 57.2 µM), without a hit: at the top dose activity change, negative = inhibition, actives largely listed as inhibitors | actives 0.17% (n = 140,000) | AID 1671194;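 also: potency is read from the fitted curve at half-maximal effect; plate controls were DMSO cells for no effect and cell-free wells for full effect; nearly all actives have a fitted effect of over 45% in size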
# HEK cytotox: kills HEK 293 cells. HEK 293 viability, ATP luminescence (CellTiter-Glo), 48-72 h. Potency, µM (highest dose often 115 µM), for the others: at the top dose activity change, negative = cytotoxicity, usual class: inhibitors. actives 6.6% (n = 94,000). AID 1345083; also: potency is read from the fitted curve at half-maximal effect; nearly all actives have a fitted effect of over 60% in size
#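 qHTS cytotoxicity; HEK 293, 250 cells/well; compound pinned; 48 or 72 hr, 37 degree Celsius, 5% CO2, 95% humidity; CellTiter-Glo, 10 min RT; luminescence (ATP).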
# IP6K1 inh: inhibitors of human IP6K1; IP6K1 kinase, ADP-Glo luminescence, 2 h; stronger effect = lower value; actives 0.81% (n = 140,000); Q92551; activity change, % (series mostly up to about 58 µM); AID 1645851; in the data active = activity change below about -25%
# Target sequence (Q92551 whole entry, looked up): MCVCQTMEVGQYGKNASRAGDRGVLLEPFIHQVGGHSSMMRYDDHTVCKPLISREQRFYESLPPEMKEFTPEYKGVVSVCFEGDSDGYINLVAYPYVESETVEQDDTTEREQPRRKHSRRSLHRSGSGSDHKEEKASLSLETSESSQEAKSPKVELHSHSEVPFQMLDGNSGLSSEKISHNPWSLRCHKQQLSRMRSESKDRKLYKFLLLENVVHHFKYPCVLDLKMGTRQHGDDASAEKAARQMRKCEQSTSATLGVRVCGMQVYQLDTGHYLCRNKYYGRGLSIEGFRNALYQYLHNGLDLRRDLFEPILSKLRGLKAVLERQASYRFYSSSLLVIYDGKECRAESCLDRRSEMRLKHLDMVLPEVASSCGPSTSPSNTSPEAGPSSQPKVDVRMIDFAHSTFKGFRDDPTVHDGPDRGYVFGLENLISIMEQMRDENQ
#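 ADP-Glo luminescence measures ADP made by human IP6K1 during a 2 h RT reaction with ATP/IP6 (mix at 1.3 mM/130 uM); top library doses 57.5 and 19.1 uM final.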
# 3T3 cytotox: NIH 3T3 cell cytotoxicity | NIH 3T3 viability, CellTiter-Glo ATP luminescence, 48-72 h | Potency, µM (series often up to 96.7 µM), for inactives: top-dose activity change, negative = cytotoxicity, usual class: inhibitors | actives 4.3% (n = 94,000); also: potency is read from the fitted curve at half-maximal effect; nearly all actives have a fitted effect of over 55% in size
#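 Viability of NIH 3T3 cells after 48 or 72 hr compound treatment at 37 °C was assessed by CellTiter-Glo, with luminescence imaged following a 10 min room-temperature step.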
# * hit, by the source's call; i = inactive; u = inconclusive; x = not tested or not shown; [ ] = another dose, or the depositor's remark. Unless noted, calls follow the shape of the dose curve; as a rule, active = well fitted curve in the direction sought with a large enough effect; inconclusive = small, poorly fitted or top-dose-only effect, or another doubt; inactive = no such curve, though single readings can be large; an effect the other way counts as inactive or inconclusive. Unless noted, % is scaled to controls: 0 for no effect and ±100 for the full control effect. Not all compounds are listed, so the mix of outcomes need not match the whole.
SMILES,GPT2 inh,FLuc inh,HEK293 viab,SNCA expr inhib,HEK cytotox,IP6K1 inh,3T3 cytotox
COCCCNC(=O)C1CCCN(c2ncnc3onc(C)c23)C1 (stereo unspecified),x,x,-7%,-4%,x,0,x
CCn1ccc(C(=O)NC2CCCN(c3cc(-c4ccc(F)cc4)[nH]n3)C2)n1 (stereo unspecified),-7%,u,-5%,-10%,-22%,5,-21%
CN(Cc1cccc(C(F)(F)F)c1)C(=O)c1cccc(C(F)(F)F)c1,i,6%,15%,-17%,u,-8,u
Cc1c(CN2C[C@@H]3C(=O)N(CCCN4CCCC4=O)C(=O)[C@@H]3C2)cnn1C,i,-6%,u,5%,-9%,0,-8%
COC(=O)c1ccc2nc(C[C@@H]3C[C@@H](C(C)C)[C@H](CNCc4ccccc4O)C=C3C)[nH]c2c1,i,-13%,-17%,15%,22µM*,3,20µM*
Cc1cc(CN(C)C(=O)C2C3C(=O)N(Cc4ccc(C)c(C)c4)C[C@@]34C=C[C@@H]2O4)no1 (stereo partly specified),-17%,-1%,-15%,-15%,-18%,-2,2%
COCCNC(=O)C[C@@H]1C[C@H]2O[C@H](CNC3CCNCC3)[C@@H](O)[C@H]2O1,-2%[88.5 µM],-3%[172 µM],0%[87.6 µM],-6%[87.6 µM],4%[172 µM],0,1%[174 µM]
COc1ccccc1NC(=O)Cn1c(=O)n(Cc2ccco2)c(=O)c2cccnc21,x,x,u,u,x,24,x
O=C(Cc1ccccc1)Nc1c(C(=O)c2ccccc2)oc2ccccc12,x,x,1%,10%,x,-2,x
CCCCCNC(=O)Cc1csc2nc(C)c(-c3cc(C)n(-c4ccccc4F)n3)c(=O)n12,i,-9%,-10%,-5%,-26%,15,u
CCOc1ccc(-n2c(SCC(=O)NCc3ccccc3)nc3n[nH]c(C)c3c2=N)cc1,x,x,5%,-16%,x,-6,x
O=C(COc1ccccc1)N1C[C@@H](F)[C@@H](OCc2nc3ncccc3[nH]2)C1,3%[88.5 µM],3%[172 µM],4%[87.6 µM],-26%[87.6 µM],-1%[172 µM],0,-8%[174 µM]
COCCN(C)C(=O)c1ccc2c(c1)NC(C)(CCCCc1ccccc1)CO2 (stereo unspecified),-14%[88.5 µM],4%[172 µM],0%[87.6 µM],-26%[87.6 µM],u,-1,u
NCc1cccc(-c2cccc(C(F)(F)F)c2)c1,-4%[88.5 µM],x,-8%[87.6 µM],-4%[87.6 µM],u,-17,79µM*
O=C(C1CCCN(S(=O)(=O)c2cccc3nonc23)C1)N1CCN(c2cccc(C(F)(F)F)c2)CC1 (stereo unspecified),x,x,-5%,-6%,x,-5,x
Cc1ccc(-n2cnc3cc(C(=O)NCc4ccccc4Cl)ccc32)c(C)c1,x,x,-9%,-22%,x,-1,x
O=C1NCCCCCCN(C(=O)c2cccs2)[C@H]2C[C@H](C(=O)N3CCc4ccccc4C3)C[C@@H]12,i,-4%,-12%,11%,u,0,-17%
COc1ccc(N2CC(c3noc(-c4ccc(OC)cc4OC)n3)CC2=O)cc1 (stereo unspecified),-5%,-3%,-1%,6%,u,-7,-27%
Cc1cccc(N2CC(c3nc4ccccc4n3CCC3CCCCC3)CC2=O)c1 (stereo unspecified),x,x,10%,-4%,x,42,x
Cc1c(Cl)cccc1NC(=O)CNS(=O)(=O)c1cccs1,x,x,1%,34%,x,-10,x
COc1ccc(F)cc1-c1ccc(CN2CCC(NC(=O)c3ccc(F)cc3)C2)cc1 (stereo unspecified),x,x,x,x,u,-9,u
CN1CCN(c2nc3c(c(=O)[nH]2)CCN(Cc2ccc(F)cc2Cl)CC3)CC1,i,-6%,0%,18%,1%,0,-12%
COc1ccc(Cn2c(NCC(C)C)nc3c2c(=O)n(C)c(=O)n3C)cc1,x,x,6%,11%,x,11,x
C1CCC(COCCc2noc(C3CCCN3)n2)C1 (stereo unspecified),1%,0%,6%,9%,-11%,13,-16%
CC1CCC2(CC1)NC(=O)N(CC(=O)NC(C)C)C2=O (stereo unspecified),-1%,6%,-4%,6%,9%,-6,i
CCN1CCC2(CCC1=O)CN(Cc1nc(CCOC)no1)CCN2C (stereo unspecified),-3%[11.5 µM],-17%,-1%,-29%,-11%,-33*,-7%
Cc1cccc(-c2nc(CN3CCCC(C(=O)N4CCN(c5cc(Cl)ccc5C)CC4)C3)c(C)o2)c1 (stereo unspecified),x,x,23%,-20%,x,-6,x
Cc1ccc(O)c(NC(=O)c2cc(-c3ccc(F)cc3)no2)c1,x,x,3%,27%,x,2,x
Cc1ccc(-c2c(C(=O)N3CCN(C)CC3)nc3sccn23)cc1,i,x,-2%,19%,-22%,7,-19%
CC1Oc2ccc(NC(=O)c3c(F)cccc3F)cc2CN(Cc2cc(F)cc(F)c2)C1=O (stereo unspecified),-9%,15%,-5%,-31%,u,3,u
O=S(=O)(c1ccc(Cl)cc1)c1nc(-c2ccccc2Br)oc1N1CCOCC1,x,x,-7%,u,x,12,x
Cc1ccc(CNC(=O)c2ccc3c(c2)N(C)C2CCCCCN2C3=O)cc1C (stereo unspecified),-14%,-19%,7%[12.5 µM],u,u,-8,u
CCOC(=O)c1nc(Nc2ccc(OC)cc2)c2ccccc2n1,x,x,-10%,31%[activator],x,8,x
Cc1c(CCNC(=O)c2ccc(C(F)(F)F)cc2)sc2nc(-c3ccc(F)cc3)nn12,x,x,1%,u,x,-14,x
CCOC(=O)c1ccc(NC(=O)CN(c2ccc(C)cc2)S(=O)(=O)c2c(C)noc2C)cc1,x,x,-16%,u,x,13,x
COCc1nc(CCN)no1,i,-2%,-7%[12.5 µM],23%,13%,12,i
CCNC(=O)N1CCC([C@H]2[C@@H](OC)C(=O)N2C(C)C)CC1,i,-1%,10%,-1%,-17%,8,-4%
O=C(CCC1CCCC1)N1CCc2c([nH]c3ccccc23)C1c1ccc(Cl)cc1 (stereo unspecified),x,x,13%,-3%,x,-1,x
Cc1ccc(NC(=O)N(C)CC2CCOC2)c(Cl)c1 (stereo unspecified),i,-17%,-10%,-10%,5%,25,1%
COc1ccc(-n2c(=O)c3c(c4cc(OC)ccc4n3C)n(Cc3ccc(F)cc3Cl)c2=O)cc1,x,x,u,17%,x,12,x

# Exported with values under each structure: part of the list above
# Every second line gives: GPT2 inh | FLuc inh | HEK293 viab | SNCA expr inhib | HEK cytotox | IP6K1 inh | 3T3 cytotox
> COc1ccc(-n2c(=O)c3c(c4cc(OC)ccc4n3C)n(Cc3ccc(F)cc3Cl)c2=O)cc1
→ x | x | u | 17% | x | 12 | x
> COCc1nc(CCN)no1
→ i | -2% | -7%[12.5 µM] | 23% | 13% | 12 | i
> Cc1ccc(CNC(=O)c2ccc3c(c2)N(C)C2CCCCCN2C3=O)cc1C (stereo unspecified)
→ -14% | -19% | 7%[12.5 µM] | u | u | -8 | u
> O=C(CCC1CCCC1)N1CCc2c([nH]c3ccccc23)C1c1ccc(Cl)cc1 (stereo unspecified)
→ x | x | 13% | -3% | x | -1 | x
> CCOC(=O)c1ccc(NC(=O)CN(c2ccc(C)cc2)S(=O)(=O)c2c(C)noc2C)cc1
→ x | x | -16% | u | x | 13 | x
> O=S(=O)(c1ccc(Cl)cc1)c1nc(-c2ccccc2Br)oc1N1CCOCC1
→ x | x | -7% | u | x | 12 | x

# New compounds follow
SMILES,GPT2 inh,FLuc inh,HEK293 viab,SNCA expr inhib,HEK cytotox,IP6K1 inh,3T3 cytotox
CN1C(=O)c2cccn2CC1C(=O)O (stereo unspecified),-13%,0%,-3%,-15%,i,-3,1%
CCOc1ccc(NC(=O)Cn2cnc3nc4c(cc3c2=O)CCCC4)cc1,x,x,-2%,u,x,35,x
COCCCNC(=O)CCCn1c(=O)c2cccn2c2cccnc21,x,x,8%,-5%,x,3,x
Cc1ccccc1N1CCCN(Cc2ccccc2OCCO)CC1,i,-1%,-17%,-15%,u,-1,u
COc1cc(C#N)ccc1S(=O)(=O)Nc1ccc2c(c1)cc(C)c(=O)n2C,i,x,0%,x,x,-12,x
CCOC(=O)c1cc(C#N)c(N2CCC(C(=O)NS(=O)(=O)Cc3ccccc3)CC2)nc1C,i,x,u,x,x,-3,x
O=C(NCc1cccc(C(F)(F)F)c1)C1CCc2nnc(-c3cccc(C(F)(F)F)c3)n21 (stereo unspecified),-1%,x,0%,-14%,u,11,-25%
O=C1CCN(C(=O)c2ccccc2)CCCC(C(=O)NCCN2CCc3ccccc3C2)CCN1 (stereo unspecified),i,8%,-1%,30%[activator],i,-9,i
CCc1nncn1C1CCN(S(=O)(=O)c2cc(F)ccc2C)CC1,i,-9%,6%,4%,-4%,5,-14%
Cc1ccccc1-n1nc(C)c([C@H]2C=C[C@@H](OC(=O)N[C@H](C)c3ccccc3)C2)c1C,0%[88.5 µM],-5%[172 µM],-3%[87.6 µM],u,u,2,u
Cc1cccc(CNC(=O)CC2CCOCC2)c1,i,-8%,0%[12.5 µM],80%[activator],5%,-7,-15%
COc1ccc(OCC2CC3(CCCCC3)CN2C(=O)Cc2cccc(F)c2)cc1 (stereo unspecified),-4%,x,-7%,-18%,40µM*,11,40µM*
CCC(Oc1ccc(F)cc1)C(=O)Nc1nc(-c2ccc(F)cc2)ns1 (stereo unspecified),x,x,-15%,u,x,10,x
CO[C@H]1[C@H](NC(=O)c2ccc(C)c(O)c2)c2ccccc2C12CCNCC2,-9%[11.5 µM],9%,0%,u,-17%,8,-10%
COc1cccc(N2C(=O)NC(=NC3CCCCC3)C23CCN(C(=O)c2ccc(C)cc2)CC3)c1,i,x,5%,-10%,-5%,0,u
CCOc1ccccc1N(CC)C(=O)c1ccc2c(=O)n3c(nc2c1)CCCCC3,x,x,-5%,-3%,x,-3,x
COC1CCN(C(=O)c2cc(Cc3n[nH]c(=O)c4ccccc34)ccc2F)CC1,i,x,u,x,x,-14,x
Fc1ccc(NCc2ccccc2-c2nnc(-c3ccccc3Cl)o2)cc1,x,x,3%,18%,x,-4,x
CC1CCN(CCCNC(=O)c2cc(Sc3ccc(F)cc3)nc3ccccc23)CC1,x,x,-16%,-24%,x,12,x
CCCCN(CCCNC(=O)c1cc(Nc2cccc(SC)c2)nc2ccccc12)Cc1ccccc1,x,x,-4%,u,x,7,x
O=C1NCC(=O)N2CCN(C(=O)Nc3ccccc3Oc3ccccc3)CC12 (stereo unspecified),-8%,0%,-12%,u,-12%,12,-11%
CN1CC(=O)N(C2CCCNC2)Cc2c(NCCc3cccc(F)c3)ncnc21 (stereo unspecified),-2%,x,14%,-16%,-18%,-11,-9%
COc1ccccc1CC(=O)NC1CCN(c2cnn(C)c(=O)c2)CC1,3%,-5%,6%,-4%,3%,10,-6%
COCc1nncn1C1CCN(S(=O)(=O)c2ccc(C(F)(F)F)cc2)CC1,-3%,-4%,13%,-7%,-6%,6,i
